# Source: PubChem BioAssay (Broad Institute)
# ARNT TACC3 PPI – ARNT/TACC3 interaction disruption. AlphaScreen His-ARNT PAS-B/GST-TACC3 binding, luminescence; TACC3 fragment carries E629A point mutation. 0.66% of 390,000 active. inhibition, % at 9.99 µM. Q9Y6A5;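 active means mean inhibition of replicates at least 50% and at least half of replicates each reaching 50%; inconclusive means half or more replicates reach 50% but mean below 50%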;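 further: 0% = complete ARNT plus TACC3 wells and 100% = ARNT alone without TACC3; many hits fall short of the cut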
# Cneo AK release – Cryptococcus neoformans lysis via adenylate kinase release. C. neoformans lysis, adenylate kinase release luminescence, 4 h; normalised: neutral wells 0, clomiphene wells 100. lysis activity, % at 15 µM. 0.2% of 360,000 active. AID 651654;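 active means mean lysis activity across replicates of at least 80%, whatever share of replicates individually reach that level; inactive means mean lysis activity below 80%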
#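 Signal: Adenylate kinase release luminescence | Assay system: Log-phase Cryptococcus neoformans yeast cells | Input: Cells at 5 × 10^6 per mL | Buffer or medium: Fresh YPD growth medium | Compound: Single dose | Schedule: Static 4 h at 37 °C with compound, 1 h detection | Controls: Clomiphene | Read-out: Luminescence rise reflecting yeast cell lysis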
# miR-122 sensor – blocks miR-122 activity in Huh7 sensor cells; Huh7 miR-122 Renilla luciferase sensor, 48 h; neutral wells = 0, positive control = 100; AID 602342; activation (reporter increase), % at 12.5 µM; 0.3% of 340,000 active;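 active means mean replicate activation score at least 90 and every replicate individually at or above 90; inconclusive means only one of the two criteria met; inactive means neither criterion met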;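 further: higher luciferase means less miR-122 activity so hits act as miR-122 inhibitors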
# SIRT5 block – inhibitors of human sirtuin-5 desuccinylase | Q9NXA8 | Purified SirT5, succinyl-peptide AMC, trypsin-coupled fluorescence | inhibition, % at 15 µM | 1.1% of 330,000 active | AID 652115; in the data active means inhibition above about 15%; inconclusive means no clear call, values can overlap the other calls
# Target sequence (Q9NXA8 whole entry, looked up): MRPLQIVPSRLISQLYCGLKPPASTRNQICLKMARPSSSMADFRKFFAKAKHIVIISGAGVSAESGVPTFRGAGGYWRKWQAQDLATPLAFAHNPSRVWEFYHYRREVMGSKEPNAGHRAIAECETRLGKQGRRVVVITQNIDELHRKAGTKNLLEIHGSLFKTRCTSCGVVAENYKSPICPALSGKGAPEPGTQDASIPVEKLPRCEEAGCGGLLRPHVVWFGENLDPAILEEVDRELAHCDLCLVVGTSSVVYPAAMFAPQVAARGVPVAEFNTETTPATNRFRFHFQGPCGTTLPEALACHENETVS
# Statin myotox sup – protects C2C12 myotubes from simvastatin toxicity. ATP luminescence, 48 h; scaled: DMSO 0, geranylgeraniol control 100. rescue of ATP level, % at 7.49 µM. 0.78% of 330,000 active;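 active means mean ATP rescue above about 67%, or every replicate alone reaching that limit, limit read from the data, passing the limit was not always enough; inconclusive means no clear call, values can overlap the other calls; inactive means mean under the limit and some replicate under it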;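 further: myotubes were challenged with 10 µM simvastatin during compound exposure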
# esBAF inh – SWI/SNF esBAF complex inhibition; 2% of 350,000 active; reporter increase, % at 12.5 µM; mouse ES cells, Bmi1-luciferase knock-in reporter, 24 h; 100% = twice the neutral-well signal; in the data active means activation above about 40%; inconclusive means no clear call, values can overlap the other calls;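 further: 0% = median of the plate's neutral control wells and 100% = double that signal; a rise in the Bmi1 reporter signal indicates esBAF inhibition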
# ERp5 block – blocks human ERp5 reductase activity on insulin | AID 651711 | ERp5 insulin aggregation, absorbance 650 nm, 90 min | inhibition, % at 9.99 µM | 0.05% of 350,000 active | Q15084;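 active means mean replicate inhibition above about 25%, with every replicate also reaching it, limit read from the data, passing the limit was not always enough; inconclusive means only one of those two criteria met; inactive means neither criterion met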
# Target sequence (Q15084 whole entry, looked up): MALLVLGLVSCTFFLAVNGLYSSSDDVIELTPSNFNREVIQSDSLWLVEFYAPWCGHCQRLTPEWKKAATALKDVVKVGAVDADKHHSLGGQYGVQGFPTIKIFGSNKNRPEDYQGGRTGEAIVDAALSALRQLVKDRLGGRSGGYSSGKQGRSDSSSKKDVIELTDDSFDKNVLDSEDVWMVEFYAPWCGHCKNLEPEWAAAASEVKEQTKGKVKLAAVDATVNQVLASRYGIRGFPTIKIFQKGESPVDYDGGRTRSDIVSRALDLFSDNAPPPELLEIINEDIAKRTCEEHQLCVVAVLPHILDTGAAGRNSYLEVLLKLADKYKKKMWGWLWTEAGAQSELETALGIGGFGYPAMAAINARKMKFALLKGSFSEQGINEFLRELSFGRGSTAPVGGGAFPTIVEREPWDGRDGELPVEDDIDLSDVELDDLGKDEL
# Starred values were filed as active, the others as inactive; ? = inconclusive; . = not tested or not shown; [ ] = another dose, or the depositor's remark. Not a hit list; 4% or so of the library scored in one or more.
structure,SIRT5 block,Cneo AK release,esBAF inh,Statin myotox sup,ARNT TACC3 PPI,ERp5 block,miR-122 sensor
Cn1nnc(NC(=S)NC(=O)c2cccs2)n1,-5,-2,3,-9,3,0,-7
COc1ccc(CN(C)C[C@H]2Oc3ccc(NC(=O)Nc4ccc(F)cc4)cc3C(=O)N([C@H](C)CO)C[C@H]2C)cc1,2,-1,-2,2,-1,0,1[16.7 µM]
O=C(NC1CCCC1)c1c[nH]c2ccc(F)cc2c1=O,.,0,12,1,-1,.,1
CO[C@@H]1CN(C)C(=O)c2cc(NS(C)(=O)=O)ccc2OC[C@H](C)N(CC2CCOCC2)C[C@@H]1C,0,-58,0,-6,-8,-4,.
COc1ccc(Cc2nc3ccccc3n2CC(=O)N/N=C/c2ccc(O)cc2)cc1OC,-2,.,.,.,-3,4,.
Cn1c(SCC(=O)NCCN2C(=O)CSC2=O)nc2ccccc2c1=O,.,-1,-11,.,3,.,46
Cc1ccc(-n2cc(-c3ccccc3)[nH]c2=O)cc1F,.,-3,50*,-12,1,.,4
Cc1cc(C)cc(-n2ncc3c2CCCC3NC(=O)CCN2CCCC2=O)c1 (configuration not stated),-5,0,.,.,2,-1,.
CC(NC(=O)NC12CC3CC(CC(C3)C1)C2)C1CCCO1 (configuration not stated),.,-1,-1,-13,-23,.,3
CCOc1ncccc1C(=O)N1CCN(S(=O)(=O)c2ccccc2)CC1,7,-3,2,0,-12,2,12
C[C@H]1CN([C@@H](C)CO)C(=O)c2cc(NC(=O)Nc3ccc4c(c3)OCO4)ccc2O[C@H]1CN(C)Cc1ccccc1,3,-4,-4,-12,1,-3,-5[16.7 µM]
COc1ccccc1CNC(=O)C[C@@H]1CC[C@@H]2[C@H](COC[C@H](O)CN2Cc2cccc(-c3ccncc3)c2)O1,0,-1,-14,-9,-2,-2,-7[16.7 µM]
Cc1nn(-c2ccccc2)c(Cl)c1/C=N/NC(=O)c1ccco1,.,-4,24,.,2,.,6
CCc1cc2c(C)ccc(C)c2nc1SCC(=O)Nc1c[nH]c(=O)[nH]c1=O,-7,.,.,.,7,3,.
CC(=O)Nc1ccccc1O,-8,0,2,4,-23,-4,-1
O/N=C(/CCc1ccccc1)C1(O)CCCCC1,2,0,-4,2,-2,2,-2
O=C(NC(=S)N1CCCC1)c1ccccc1Cl,5,1,.,.,-2,-2,3
C/C(=N\NC(=O)CC#N)c1cc2ccc(O)cc2oc1=O,-38,0,7,7,21,8,-7
O=C(Cc1ccncc1)Nc1ccc2c(c1)[C@@H]1C[C@@H](CC(=O)NC3CCCC3)O[C@H](CO)[C@@H]1O2,-2,4,1,-2,2,-7,-4[16.7 µM]
COC(=O)C1=COC(OC2OC(CO)C(O)C(O)C2O)C2C(C)CC(=O)C12 (configuration not stated),.,-2,7,2,.,6,1
C[C@H](CO)N1C[C@H](C)[C@H](CN(C)C(=O)Nc2ccc(F)cc2)OCCCC[C@H](C)Oc2ccc(NC(=O)c3ccccc3)cc2C1=O,4,-2,-2,.,-8,1,7[16.7 µM]
CC(C)CC(NS(=O)(=O)c1ccc2c(c1)oc(=O)n2C)C(=O)NCc1cccnc1 (configuration not stated),.,0,-3,3,-8,0,-3
COc1ccc(C(=O)n2nc(-c3ccc(OC)cc3)nc2N)cc1,0,0,-1,0,-1,3,-5
C=C(C)COc1ccc(-c2n[nH]c(C)c2-c2ccc(Br)cc2)c(O)c1,.,-4,-6,-37,-4,.,17
CCOc1cc(C)c(Cl)cc1S(=O)(=O)NCc1ccco1,.,0,-3,-15,2,.,116*
CCOC(=O)CSc1nnc(-c2cccc(Br)c2)o1,.,-2,-1,-2,-5,.,.
COC(=O)CN1CCN(C(c2ccccc2)c2ccccc2)CC1,.,-1,7,17,-3,.,1
CN1C(=O)[C@H]2[C@@H](c3ccc(C(F)(F)F)cc3)N[C@]3(CCCN(Cc4cccn4C)C3=O)[C@H]2C1=O,0,0,5,-3,.,-19,-4
CC(Oc1cccc(Cl)c1)C(=O)Nc1cc(S(=O)(=O)N2CCCCC2)ccc1N1CCOCC1 (configuration not stated),0,.,4,-15,9,19,.
Cc1cc(Cn2nc(-c3ccccc3)cc2C(=O)NCc2cccc(C(F)(F)F)c2)on1,3,0,-8,11,.,4,18
CCCSc1ccc([C@H]2N[C@@](C)(C(=O)OC)[C@H]3C(=O)N(CC)C(=O)[C@@H]23)cc1,.,4,-4,-10,44,-3,-2
C[C@@H]1CN([C@@H](C)CO)C(=O)c2cccc(NS(=O)(=O)c3cn(C)cn3)c2O[C@@H]1CN(C)C(=O)Nc1ccc(C(F)(F)F)cc1,3,2,9,-6,-4,11,3[16.7 µM]
Cc1cc(C(=O)CSc2ccc3c(c2)OCCO3)c(C)n1C1CC1,-5,.,.,.,2,1,.
Cc1cc(C)c(OCCN2CCCC2)c(Cl)c1,5,-1,1,3,27,2,2
CC1CN(c2sc(S(C)(=O)=O)nc2S(=O)(=O)c2ccc(Cl)cc2)CC(C)O1 (configuration not stated),1,4,-6,4,.,1,3
CCOC(=O)CSc1nc(N)nc(C)c1Cl,-3,.,.,.,-5,1,.
Cc1ccc(NC(=O)C(C)c2ccc(-c3ccccc3)c(F)c2)c(C)c1 (configuration not stated),.,2,-5,-6,-10,.,2
CCCCC(=O)Nc1ccc(C(=O)NNC(=O)CCCOc2ccc(Cl)cc2Cl)cc1,-7,4,.,.,-6,6,0
O=C(c1cccs1)N1C[C@@H](O)[C@H](n2cc(-c3ccc(F)cc3)nn2)C[C@@H]1c1ccccc1,-1,0,-2,-4,.,0,20
COCC(=O)Nc1ccc2c(c1)OC[C@H](C)N(CC1CC1)C[C@H](C)[C@H](OC)CN(C)C2=O,-9,1,-1,-15,2,-3,.
CN(C)C(=O)[C@H]1[C@H](CO)[C@H]2Cn3c(ccc(-c4cccnc4)c3=O)[C@H]2N1Cc1ccccc1F,2,-1,0,3,7,1,-3[16.7 µM]
C[C@@H]1CN([C@H](C)CO)C(=O)Cc2cc(NC(=O)Cc3ccccc3)ccc2O[C@@H]1CN(C)S(=O)(=O)c1cn(C)cn1,.,-2,6,4,-5,.,2[16.7 µM]
COCC(=O)N1C[C@H](C)[C@@H](OC)CN(C)C(=O)c2ccc(NC(=O)NC(C)C)cc2OC[C@H]1C,-3,-2,-2,-3,-2,1,3[16.7 µM]
COc1ccc(N2CCN(C(=O)CCNC(=O)c3ccc(C(C)(C)C)cc3)CC2)cc1,-2,.,.,.,2,5,.
COC(=O)[C@@H]1C[C@@]2(O)[C@@H](O)[C@@H](O)[C@@H](O)C[C@H]2N1C/C=C/c1ccccc1,-1,3,-3,3,-4,1,-2
CNc1ncc(C(=O)c2ccc(-c3ccccc3)cc2)s1,-3,-2,.,.,1,-1,-22
O=C(Nc1ccc(F)cc1)N1CCCCN2[C@@H](CO)[C@H](c3ccc(C4=CCCCC4)cc3)[C@@H]2C1,2,-2,.,.,-1,-4,-6[16.7 µM]
C[C@@H]1CN([C@H](C)CO)C(=O)c2cc(NC(=O)CCCN(C)C)ccc2O[C@@H](C)CCCCO[C@@H]1CN(C)C(=O)c1ccccc1,0,-1,2,-13,16,2,7[16.7 µM]
CC(C)C(=O)NC(=S)Nc1ccc(S(=O)(=O)Nc2nccs2)cc1,3,.,.,.,-7,4,.
CC(=O)N1N=C(c2ccc(Br)cc2)CC1c1ccc(Br)cc1 (configuration not stated),.,1,61*,-10,.,4,-9
CC(NC(=O)COc1ccccc1-c1ccccc1)c1ccccc1 (configuration not stated),-4,.,.,.,-3,-3,.
COC(=O)c1ccc(NC(=O)c2cccc(Cl)c2)o1,.,-1,18,0,-6,.,-1
O=C1c2ccccc2C(=O)N1CCSC(=S)N1CCOCC1,-2,0,?,-1,-1,-3,.
O=C(NC1CCCCC1)c1cc(-c2cccc(Cl)c2)on1,-4,-1,60*,-2,-5,6,-8
COc1ccc(N(CC(=O)N2CCN(C)CC2)S(=O)(=O)c2cc(C)ccc2OC)cc1Cl,-1,0,.,.,2,6,2
CCC(=O)Nc1ccc(S(=O)(=O)Nc2ccccn2)cc1,0,.,.,.,-9,16,.

# Next part.
structure,SIRT5 block,Cneo AK release,esBAF inh,Statin myotox sup,ARNT TACC3 PPI,ERp5 block,miR-122 sensor
C[C@H](CO)N1C[C@H](C)[C@@H](CN(C)Cc2ccc(F)cc2)Oc2ncc(-c3ccccc3F)cc2C1=O,6,-3,-4,-12,.,0,0[16.7 µM]
O=C(CN1CCN(c2ccc(F)cc2)CC1)N1CCC(Cc2ccccc2)CC1,-4,-4,-4,-11,-6,6,2
CCNC(=O)C1Cc2cc(S(=O)(=O)N3CCCC3)ccc2N1C(C)=O (configuration not stated),-9,0,-2,0,-4,2,-3
CC(C)(C)n1nc(Cc2cccc3ccccc23)c(C#N)c1N,.,0,-1,1,-7,-6,.
CC(C)c1ccc(S(=O)(=O)N2CCN(CC(=O)c3ccc(O)c(O)c3)CC2)cc1,5,0,2,15,32,-29,-3
O=C(NCCN1CCOCC1)c1ccc2c(c1)N(Cc1cccc(F)c1)C(=O)c1ccccc1S2,0,.,-1,-8,2,4,0
c1ccc2c(c1)OCCOCCOCCOCCOc1ccccc1OCCOCCOCCO2,.,7,-6,-19,-4,.,1
CC(C(=O)NC1CCCCC1)N(Cc1ccc(F)cc1)C(=O)c1snc(C(N)=O)c1N (configuration not stated),3,3,-5,6,-9,1,-2

# Limited to ERp5 block and Cneo AK release, for three of the compounds above:
Structure	ERp5 block	Cneo AK release
CC(C)C(=O)NC(=S)Nc1ccc(S(=O)(=O)Nc2nccs2)cc1	4	.
CC(=O)N1N=C(c2ccc(Br)cc2)CC1c1ccc(Br)cc1 (configuration not stated)	4	1
CC(NC(=O)COc1ccccc1-c1ccccc1)c1ccccc1 (configuration not stated)	-3	.

# The listing continues.
structure,SIRT5 block,Cneo AK release,esBAF inh,Statin myotox sup,ARNT TACC3 PPI,ERp5 block,miR-122 sensor
O=C(Nc1ccc(Cl)c(Cl)c1)N[C@H]1CC[C@@H](CCNC(=O)c2ccc(F)cc2)O[C@@H]1CO,-2,-9,1,19,2,-3,-2[16.7 µM]
COC(=O)C1CCN(C(=O)COC(=O)CC(NC(N)=O)c2ccc(Cl)cc2)CC1 (configuration not stated),.,-1,4,12,-3,.,-3
O=C(CCC(=O)N1CCN(Cc2ccc(F)cc2)CC1)Nc1nnc(C(F)(F)F)s1,-2,0,-3,-1,1,-7,6
CNC[C@H]1OCCCC[C@@H](C)Oc2ccc(NC(=O)Nc3ccc(OC)cc3)cc2C(=O)N([C@H](C)CO)C[C@H]1C,.,.,-2,15,.,.,-2[16.7 µM]
Cc1ccc(CSCC(=O)NCc2cccs2)cc1,0,.,.,.,7,5,-1
CCc1c(C)sc(NC(=O)C2CCCCC2C(=O)O)c1C(N)=O (configuration not stated),.,-1,-7,-18,0,.,12
CC(C)c1ccc(N(C(=O)c2csnn2)C(C(=O)NC(C)(C)C)c2cccnc2)cc1 (configuration not stated),-1,.,.,.,2,1,.
CC1(c2ccc3ccccc3c2)NC(=O)N(CC(=O)N2CCCC(C(F)(F)F)C2)C1=O (configuration not stated),-6,0,-6,-7,1,3,1
O=C(CNC1CCCCC1)Nc1ccc([N+](=O)[O-])cc1C(=O)Nc1ccccc1F,-5,-4,-8,1,2,-4,15

# Individual results from the list:
# For miR-122 sensor, CC1(c2ccc3ccccc3c2)NC(=O)N(CC(=O)N2CCCC(C(F)(F)F)C2)C1=O (configuration not stated) is entered as 1
# For esBAF inh, C[C@H](CO)N1C[C@H](C)[C@H](CN(C)C(=O)Nc2ccc(F)cc2)OCCCC[C@H](C)Oc2ccc(NC(=O)c3ccccc3)cc2C1=O is entered as -2
